PfHsp40 rescue: compounds rescuing yeast from Plasmodium falciparum HSP40 toxicity; S. cerevisiae expressing PfHsp40, growth rescue, ATP luminescence; growth rescue, % at 12.5 µM; 0.68% of 340,000 active; in the data active = growth rescue above about 28%, passing the limit was not always enough; inconclusive = no clear call, values can overlap the other calls;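 note: yeast W303a lacking pdr1 and pdr3 grown in galactose medium; growth measured after three days at 30 °C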
Anthrax LF inh2: inhibitors of Bacillus anthracis lethal factor protease. P15917. multiplex microsphere protease cleavage assay, LF. inhibition, % at 10 µM. 0.12% of 360,000 active. AID 588501; note: plate controls were buffer without enzyme for full effect and enzyme alone for no effect
TcdB GH inh: inhibitors of Clostridioides difficile toxin B glycohydrolase; P18177; TcdB glycohydrolase enzymatic assay, plate reader; inhibition, % at 9.99 µM; 0.24% of 350,000 active; in the data active = inhibition above about 10%
Target sequence (P18177 whole entry, looked up): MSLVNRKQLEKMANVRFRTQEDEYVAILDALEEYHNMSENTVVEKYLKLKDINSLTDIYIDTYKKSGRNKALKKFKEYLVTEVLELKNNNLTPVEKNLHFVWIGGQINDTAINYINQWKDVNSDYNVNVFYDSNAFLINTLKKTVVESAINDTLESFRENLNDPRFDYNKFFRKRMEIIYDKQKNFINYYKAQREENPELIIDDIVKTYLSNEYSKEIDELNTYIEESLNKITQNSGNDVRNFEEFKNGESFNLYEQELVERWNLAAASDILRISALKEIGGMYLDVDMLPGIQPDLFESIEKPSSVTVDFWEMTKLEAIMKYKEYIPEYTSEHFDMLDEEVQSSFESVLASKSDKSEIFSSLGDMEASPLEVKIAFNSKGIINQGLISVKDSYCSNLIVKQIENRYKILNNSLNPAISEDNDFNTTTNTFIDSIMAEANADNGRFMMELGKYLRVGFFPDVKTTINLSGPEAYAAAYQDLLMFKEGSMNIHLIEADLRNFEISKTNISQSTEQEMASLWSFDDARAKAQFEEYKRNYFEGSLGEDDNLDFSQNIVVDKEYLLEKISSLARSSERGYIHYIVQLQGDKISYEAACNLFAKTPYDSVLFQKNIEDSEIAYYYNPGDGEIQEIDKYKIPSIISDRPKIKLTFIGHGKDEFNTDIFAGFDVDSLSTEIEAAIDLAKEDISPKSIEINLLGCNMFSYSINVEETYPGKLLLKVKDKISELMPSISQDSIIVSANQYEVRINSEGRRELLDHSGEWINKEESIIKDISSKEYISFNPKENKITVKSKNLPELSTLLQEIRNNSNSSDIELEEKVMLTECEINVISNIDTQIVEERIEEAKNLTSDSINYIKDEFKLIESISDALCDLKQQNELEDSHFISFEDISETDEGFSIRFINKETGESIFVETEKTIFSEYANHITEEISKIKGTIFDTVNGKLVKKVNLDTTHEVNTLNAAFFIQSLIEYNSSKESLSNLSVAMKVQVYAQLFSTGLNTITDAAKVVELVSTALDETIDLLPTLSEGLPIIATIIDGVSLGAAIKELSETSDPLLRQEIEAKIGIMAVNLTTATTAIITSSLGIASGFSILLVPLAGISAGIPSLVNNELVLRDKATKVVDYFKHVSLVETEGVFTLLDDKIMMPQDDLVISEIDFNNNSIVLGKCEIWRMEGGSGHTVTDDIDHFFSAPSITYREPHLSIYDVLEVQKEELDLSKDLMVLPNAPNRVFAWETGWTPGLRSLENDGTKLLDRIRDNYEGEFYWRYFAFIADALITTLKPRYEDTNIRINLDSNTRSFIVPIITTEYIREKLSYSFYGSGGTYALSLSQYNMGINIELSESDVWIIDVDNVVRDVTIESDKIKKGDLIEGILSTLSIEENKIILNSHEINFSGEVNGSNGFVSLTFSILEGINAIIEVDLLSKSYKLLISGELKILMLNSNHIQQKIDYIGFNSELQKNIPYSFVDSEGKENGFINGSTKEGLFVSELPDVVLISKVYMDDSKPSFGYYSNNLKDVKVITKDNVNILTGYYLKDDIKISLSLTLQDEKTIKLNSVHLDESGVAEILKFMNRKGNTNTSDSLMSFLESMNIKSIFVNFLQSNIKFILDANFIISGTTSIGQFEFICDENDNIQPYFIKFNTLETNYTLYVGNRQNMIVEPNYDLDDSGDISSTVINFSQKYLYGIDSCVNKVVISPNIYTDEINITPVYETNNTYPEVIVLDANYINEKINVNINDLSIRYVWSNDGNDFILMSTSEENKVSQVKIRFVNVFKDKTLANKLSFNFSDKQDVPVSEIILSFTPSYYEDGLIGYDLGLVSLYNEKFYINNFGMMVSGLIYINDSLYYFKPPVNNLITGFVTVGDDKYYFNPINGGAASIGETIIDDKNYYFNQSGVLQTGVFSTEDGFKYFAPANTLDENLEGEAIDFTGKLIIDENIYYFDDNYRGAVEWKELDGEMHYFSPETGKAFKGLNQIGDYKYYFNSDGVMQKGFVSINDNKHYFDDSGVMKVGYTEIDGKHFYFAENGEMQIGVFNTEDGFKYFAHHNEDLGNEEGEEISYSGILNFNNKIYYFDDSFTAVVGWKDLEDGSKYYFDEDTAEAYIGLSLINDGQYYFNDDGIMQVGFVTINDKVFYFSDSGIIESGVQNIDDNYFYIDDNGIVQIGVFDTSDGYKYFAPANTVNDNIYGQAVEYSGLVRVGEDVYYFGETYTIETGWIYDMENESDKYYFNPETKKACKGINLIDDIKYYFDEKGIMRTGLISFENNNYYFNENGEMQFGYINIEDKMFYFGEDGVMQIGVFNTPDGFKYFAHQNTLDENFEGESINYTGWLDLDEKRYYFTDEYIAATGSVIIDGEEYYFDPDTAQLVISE
SSB-PriA inh: K. pneumoniae PriA-SSBct interaction inhibition | inhibition, % at 33 µM | AID 1272365 | 0.6% of 430,000 active | AlphaScreen SSBct-PriA binding, biotinylated peptide; in the data active = inhibition mostly above about 37%, no sharp cut-off; inactive = mostly below about 20%;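 note: plate controls were negative control peptide for no effect and reference peptide for full effect; strong numbers were not always called active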
DUSP3 inh: inhibitors of human VHR1 phosphatase (DUSP3); 0.52% of 290,000 active; recombinant VHR phosphatase, pNPP absorbance; inhibition, % at 13.3 µM; P51452; AID 1654; in the data active = inhibition above about 50%; note: some compounds called inactive have numbers as strong as hits
BH1578 lux ind: quorum light induction in luxS cqsA deficient V. cholerae; activation, % at 18.7 µM; V. cholerae BH1578 lux reporter, luminescence, 6 h; 0.16% of 350,000 active; in the data active = activation mostly above about 9.7%, no sharp cut-off; inconclusive = no clear call, values can overlap the other calls; inactive = mostly below about 3.7%; note: not every result past the cut was called active; inactives centre near 0; reference of the scale not given here
Y pestis TopoI: blocks Yersinia pestis topoisomerase I activity; 0.064% of 360,000 active; activity, % at 10 µM; AID 504884; Y. pestis Topo-I cleavage product accumulation, plate reader; in the data active = activity above about 50%, passing the limit was not always enough; inconclusive = no clear call, values can overlap the other calls; note: inactives centre near 2
SARS 3CLpro inh: SARS-CoV 3CLpro protease inhibition; recombinant SARS-CoV 3CLpro, quenched FRET peptide cleavage; inhibition, % at 6 µM; 0.14% of 290,000 active; in the data active = inhibition above about 12%
BoNT-A LC inh2: blocks Botulinum neurotoxin A light chain protease. multiplex microsphere protease substrate cleavage, flow cytometry. inhibition, % at 10 µM. 0.17% of 360,000 active. AID 588499; note: plate controls were buffer without enzyme for full effect and enzyme alone for no effect
CCHFV vOTU inh: blocks the CCHF virus ovarian tumor domain protease; inhibition, % at 11.5 µM; CCHFV vOTU protease, Pep-AMC fluorescence; AID 651958; 0.55% of 370,000 active; in the data active = inhibition above about 30%; note: 0% = vehicle wells with enzyme and 100% = no enzyme wells
* hit, by the source's call; i = inactive; ? = inconclusive; . = no result given; & = joins results of further samples. Cut-off read from the data, not from the text of the source, unless noted: active = inhibition above about 30%; inconclusive = no clear call, values can overlap the other calls; inactive = below that. An excerpt; count on the stated rates, not on these rows.

No.	molecule	PfHsp40 rescue	Anthrax LF inh2	TcdB GH inh	SSB-PriA inh	DUSP3 inh
1	O=C(NCC(=O)N1CCN(Cc2c(F)cccc2Cl)CC1)c1cccs1	.	-4	0.6	.	.
2	CCc1nc2ccc(C(=O)N(C)Cc3ccccc3)cn2c1N(CC)CCN(C)C	.	-6	0.0	.	.
3	Cc1cccc(NC(=O)C2CCCC2)c1	0.9	?	.	-12	8
4	O=C(CSc1nncc(=O)[nH]1)Nc1cccc([N+](=O)[O-])c1	4.7	2	0.4	1&7	27
5	COc1ccc(Cn2nnnc2C(c2cc3ccc(OC)cc3[nH]c2=O)N2CCCCCC2)cc1 (configuration not stated)	-0.2	9	-0.1	-18	15
6	COC(=O)c1sccc1NC(=O)CN(C)NS(=O)(=O)c1ccc([N+](=O)[O-])cc1	-0.5	7	.	5	25
7	COC(=O)c1ccc(Oc2c(C(F)(F)F)oc3c(CN4CCN(C)CC4)c(O)ccc3c2=O)cc1	-0.2	0	.	2	33
8	Cc1cc(C)c2c(CN3CCN(c4ccccc4F)CC3)cc(=O)oc2c1	.	-8	0.5	.	.
9	O=C(CCCC(=O)N(CC(=O)NC1CCCC1)Cc1ccccc1)Nc1ccccn1	1.1	5	.	-15	-3
10	CC(=O)NC(CCS(C)(=O)=O)C(=O)Nc1nccs1 (configuration not stated)	0.5	2	.	-7	24

No.	BH1578 lux ind	Y pestis TopoI	SARS 3CLpro inh	BoNT-A LC inh2	CCHFV vOTU inh
1	5.6	-5	.	-0.2	22
2	-6.4	-4	.	-0.1	-7
3	-0.7	2	-1	?	-1
4	-1.5	2	4	1.7	-2
5	i	-1	-1	6.5	-9
6	i	-3	0	0.7	-10
7	i	-1	6	-1.0	5
8	.	.	.	-0.6	-3
9	-0.5	-5	-1	-0.3	-12
10	i	0	2	0.1	7

(list continues)
No.	molecule	PfHsp40 rescue	Anthrax LF inh2	TcdB GH inh	SSB-PriA inh	DUSP3 inh
11	CCCCn1nnc(NC(=O)c2cc3ccccc3o2)n1	-0.4	-8	.	-11	4
12	CCc1c(C2(O)CCCCC2)[nH]c2c(C(=O)OC)cc(Cl)cc12	14	-5	1.4	-7	1
13	O=C(CNC(=O)c1ccc(Cl)cc1Cl)NCc1ccccn1	0.0	-12	0.5	-3	.
14	Cc1ccnn1CC(=O)N/N=C/c1cccs1	0.6	0	.	.	-7
15	COc1ccccc1-c1sc2cc3c(cc2c1-c1ccc2c(c1)OCO2)OCO3	0.4	-4	-2.8	-9	.
16	COc1ccc(C2NC(=O)NC(O)(C(F)(F)F)C2C(=O)c2ccccc2)cc1OC (configuration not stated)	-0.6	2	.	-20	27
17	CCOC(=O)c1sc(S(C)(=O)=O)c2c1CCc1conc1-2	.	.	-0.9	-5	-15
18	CS(=O)(=O)N1N=C(c2ccc(Cl)cc2)CC1c1cccs1 (configuration not stated)	1.5	-3	.	-8	12
19	CC(=O)N1c2ccc(S(=O)(=O)NCCC(=O)Nc3ccccc3C)cc2CC1C (configuration not stated)	0.6	-1	-0.5	7	-7
20	CC(C)[C@H](NC(N)=O)C(=O)Nc1ccc2c(c1)CCC2	-1.3	1	.	-10	-3

No.	BH1578 lux ind	Y pestis TopoI	SARS 3CLpro inh	BoNT-A LC inh2	CCHFV vOTU inh
11	-0.7	7	2	-0.1	3
12	-10	14	1	0.1	7
13	-2.5	7	.	-0.9	0
14	i	5	5	-0.3	-10
15	i	-13	.	-0.3	15
16	-3.6	-2	2	-0.2	-9
17	-0.2	1	0	.	-9
18	i	18	-1	0.5	2
19	-0.5	3	10	0.1	-12
20	i	-3	1	0.7	-3

Among those listed so far, two contain a CF3 group.
No.	molecule	PfHsp40 rescue	Anthrax LF inh2	TcdB GH inh	SSB-PriA inh	DUSP3 inh
7	COC(=O)c1ccc(Oc2c(C(F)(F)F)oc3c(CN4CCN(C)CC4)c(O)ccc3c2=O)cc1	-0.2	0	.	2	33
16	COc1ccc(C2NC(=O)NC(O)(C(F)(F)F)C2C(=O)c2ccccc2)cc1OC (configuration not stated)	-0.6	2	.	-20	27

No.	BH1578 lux ind	Y pestis TopoI	SARS 3CLpro inh	BoNT-A LC inh2	CCHFV vOTU inh
7	i	-1	6	-1.0	5
16	-3.6	-2	2	-0.2	-9

Next records
No.	molecule	PfHsp40 rescue	Anthrax LF inh2	TcdB GH inh	SSB-PriA inh	DUSP3 inh
21	O=[N+]([O-])c1cccc(S(=O)(=O)NCCc2cn3ccccc3n2)c1	-1.2	-7	0.6	-3	-13
22	O=C(/C=C/c1cn(-c2ccccc2)nc1-c1cccnc1)N1CCCC1	0.1	-2	2.5	7	9
23	O=c1c(Cl)c(NC2CC2)cnn1-c1ccccc1	1.1	1	-0.3	-10	12
24	Cc1ccc(Sc2ncnc(N)c2[N+](=O)[O-])cc1	-1.3	1	.	-1	3
25	COc1cc(C2Nc3ccccc3C(=O)N2NS(C)(=O)=O)c([N+](=O)[O-])cc1OC (configuration not stated)	0.2	-5	0.2	-14	-20
26	COc1ccc(OC)c(CN2CCCC(C(=O)N3CCCCC3)C2)c1 (configuration not stated)	-0.8	2	.	-4	-2
27	COC(=O)CN1C(=O)C(O)(CC(=O)c2ccc(C)o2)c2ccccc21 (configuration not stated)	-1.6	5	.	-10	-8
28	Cc1onc(-c2c(F)cccc2Cl)c1C(=O)N[C@@H]1C(=O)N2C(C(=O)O)C(C)(C)S[C@H]12 (some centres not stated)	0.7	-4	0.7	-4	.
29	O=C(c1ccc(Cl)c([N+](=O)[O-])c1)N1CCN(c2ccccn2)CC1	-1.5	0	0.0	9	-4
30	COc1cccc(C(=O)Nc2c3c(nn2-c2cccc(C)c2C)CS(=O)(=O)C3)c1OC	-0.5	-1	.	-5	-4

No.	BH1578 lux ind	Y pestis TopoI	SARS 3CLpro inh	BoNT-A LC inh2	CCHFV vOTU inh
21	-0.3	-7	-7	-0.1	-8
22	i	31	0	0.3	4
23	-0.3	1	2	0.9	-9
24	-0.3	5	7	-0.1	5
25	i	-6	0	-4.0	-8
26	i	12	-6	-0.1	17
27	-0.4	0	-8	0.4	-2
28	-0.3	-8	.	0.1	1
29	-0.2	8	3	-0.1	-3
30	-2.9	20	-2	3.9	15

Next part
No.	molecule	PfHsp40 rescue	Anthrax LF inh2	TcdB GH inh	SSB-PriA inh	DUSP3 inh
31	CC(=O)Nc1ccc(NCC(O)COc2ccccc2)cc1 (configuration not stated)	-2.4	-4	.	5	-32
32	CCOC(=O)N1CCC(N2C(=O)c3ccc(C(=O)Nc4cccc(OC)c4)cc3C2=O)CC1	-0.9	0	-0.5	-3	-14
33	CN(C)c1ccc(-n2cccc2)cc1	-2.4	-2	0.2	29	0
34	COc1cc(C2C(C#N)=C(N)N(c3ccc(F)cc3)C3=C2S(=O)(=O)CC3)ccc1O (configuration not stated)	-0.1	-1	-1.2	0	18
35	CC(C(=O)Nc1ccc(C(=O)O)cc1)N1C(=O)c2ccccc2C1=O (configuration not stated)	-0.6	-2	.	-14	29
36	C#CCN1C(=O)C2C(C(=O)NC)C3C=CC2(O3)C1C(=O)NCc1ccc(OC)cc1 (configuration not stated)	0.8	3	.	-1	7
37	CNC(=O)/C(C#N)=C/c1c(N(Cc2ccccc2)Cc2ccccc2)nc2ccccn2c1=O	1.8	-2	.	1	24
38	CCSC1=C(C#N)C(c2ccccc2Cl)C(C(=O)c2cccs2)C(O)(C(F)(F)F)N1 (configuration not stated)	0.4	2	.	7	-23
39	CCOC(=O)c1ccc(S(=O)(=O)N2CCC(C(=O)N3CCN(c4ccccc4OC)CC3)CC2)cc1	1.9	-11	0.8	14	.
40	O=C(COc1ccccc1)Nc1ccc(NC(=O)c2ccco2)cc1	-0.1	-7	0.2	4	19

No.	BH1578 lux ind	Y pestis TopoI	SARS 3CLpro inh	BoNT-A LC inh2	CCHFV vOTU inh
31	0.4	-3	-1	0.6	-7
32	-4.6	-7	1	-1.7	12
33	-0.4	-10	-3	0.7	-10
34	-0.2	4	-2	-0.5	14
35	-5.9	11	-2	-0.3	5
36	-0.3	-8	2	-0.8	-7
37	i	21	2	0.1	5
38	i	-9	-2	-0.9	-3
39	-0.3	16	.	-0.5	4
40	i	0	-6	0.3	-4

More results follow.
No.	molecule	PfHsp40 rescue	Anthrax LF inh2	TcdB GH inh	SSB-PriA inh	DUSP3 inh
41	O=C(O)c1ccc(-c2nc3ccccc3s2)o1	0.1	0	0.0	-5	15
42	O=C(c1ccc(Cl)c(S(=O)(=O)N2CCc3ccccc32)c1)N1CCN(c2ccccc2O)CC1	1.1	4	-3.6	-8	.
43	C[C@H](NC(=O)c1ccc(Cl)cc1)C(=O)NNC(=O)c1cccs1	0.0	1	0.7	-5	.
44	Cc1ccc(Oc2cc(C#N)c(C#N)cc2-n2nnc3ccccc32)cc1C	-0.4	-3	.	-20	27
45	Cc1ccc(/C=C/C(=O)CCC(=O)O)cc1	0.5	-8	0.9	8	9
46	Cc1cc(-c2ccc(C)c(S(=O)(=O)NCCCN3CCN(c4ccccc4)CC3)c2)on1	-0.3	-2	-2.3	-6	17
47	CCc1ccc(Nc2nnc(SCc3cc(=O)n4ccsc4n3)s2)cc1	-0.6	-4	.	-28	18
48	O=C(NCc1cccs1)C1CCCN(c2ncccn2)C1 (configuration not stated)	0.3	-2	.	-16	17
49	CC(NS(=O)(=O)c1ccc(CCC(=O)NCc2cccnc2)cc1)c1ccccc1 (configuration not stated)	0.2	0	.	-6	21
50	CC1=[N+](CC(=O)c2ccccc2)CCn2cccc21	0.7	-9	1.2	3	11
51	CCN(CC)S(=O)(=O)c1ccc2nc(NC(=O)c3cccs3)sc2c1	-0.4	4	.	-7	-2
52	COC(=O)CC1C(=O)NCCN1C(=O)CSc1nc2cc(Cl)ccc2o1 (configuration not stated)	-0.4	1	-0.3	-1	5

No.	BH1578 lux ind	Y pestis TopoI	SARS 3CLpro inh	BoNT-A LC inh2	CCHFV vOTU inh
41	-0.7	0	-7	-0.2	-13
42	-1.1	-8	.	-0.5	16
43	i	-1	.	4.9	-6
44	-0.9	-4	-2	-0.6	.
45	-0.2	-12	-5	0.0	8
46	-1.0	1	-1	-4.3	-1
47	i	1	-1	-0.2	0
48	0.1	-17	1	0.6	-4
49	-0.2	6	-1	-0.5	4
50	i	5	1	0.8	22
51	0.3	-6	3	0.1	17
52	-0.2	-11	4	-0.2	0

Looked up one by one from the list above:
No.	molecule	PfHsp40 rescue	Anthrax LF inh2	TcdB GH inh	SSB-PriA inh	DUSP3 inh
29	O=C(c1ccc(Cl)c([N+](=O)[O-])c1)N1CCN(c2ccccn2)CC1	-1.5	0	0.0	9	-4
33	CN(C)c1ccc(-n2cccc2)cc1	-2.4	-2	0.2	29	0
16	COc1ccc(C2NC(=O)NC(O)(C(F)(F)F)C2C(=O)c2ccccc2)cc1OC (configuration not stated)	-0.6	2	.	-20	27
26	COc1ccc(OC)c(CN2CCCC(C(=O)N3CCCCC3)C2)c1 (configuration not stated)	-0.8	2	.	-4	-2

No.	BH1578 lux ind	Y pestis TopoI	SARS 3CLpro inh	BoNT-A LC inh2	CCHFV vOTU inh
29	-0.2	8	3	-0.1	-3
33	-0.4	-10	-3	0.7	-10
16	-3.6	-2	2	-0.2	-9
26	i	12	-6	-0.1	17

High-throughput results deposited in PubChem by several laboratories.
